AGP1-GFP MLPCN: modulators of AGP1-GFP expression in yeast TOR pathway, primary screen, cell-based, multiplex flow cytometry, S. cerevisiae, MLPCN library; 3 h; GFP as percent of DMSO wells; GFP response vs DMSO, % at 10 µM; 320,000 compounds, 0.02% hits;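 active = GFP response relative to DMSO above a set limit, near screen average plus 3 SD, cut at about 150% in these data; inconclusive = fewer than 70 cells counted for the yeast strain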;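 note: median GFP channel fluorescence of the gated AGP1 strain per well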
RPL19A TOR yeast: RPL19A-GFP expression modulators in yeast, primary screen, cell-based, S. cerevisiae, multiplex flow cytometry, MLPCN. 330,000 compounds, 0.3% hits. AID 2025, 2009. percent response vs DMSO, % at 10 µM. S. cerevisiae RPL19A-GFP strain, 3 h; active compounds read low;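 active = percent response vs DMSO below 50%; inconclusive = fewer than 70 events counted for the yeast strain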;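 note: median channel GFP fluorescence of the barcoded RPL19A-GFP strain; ratio of sample median GFP to plate DMSO average so 100% = DMSO; lower means less RPL19A-GFP as with rapamycin TOR inhibition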
JMJD2C inh: inhibitors of GASC-1 histone demethylase, primary screen, biochemical, fluorescence, DELFIA europium | Lysine-specific demethylase 4C (Homo sapiens), Q9H3R0 | GST-JMJD2C(1-420) H3K9me3 demethylation | inhibition, % at 2.35 µM | 330,000 compounds, 0.069% hits | AID 2099, 2009;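 active = more than half of a compound's replicate wells show inhibition beyond 50%, single wells judged on their own value; inconclusive = some, but no more than half, of replicates pass 50% inhibition; inactive = no replicate passes 50% inhibition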;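 note: signal counts dimethyl H3K9 product captured on neutravidin plate; 0% = median of DMSO wells and 100% = 0.3 times that DMSO median; strong numbers were not always called active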
Target sequence (Q9H3R0 1-420 limits assumed): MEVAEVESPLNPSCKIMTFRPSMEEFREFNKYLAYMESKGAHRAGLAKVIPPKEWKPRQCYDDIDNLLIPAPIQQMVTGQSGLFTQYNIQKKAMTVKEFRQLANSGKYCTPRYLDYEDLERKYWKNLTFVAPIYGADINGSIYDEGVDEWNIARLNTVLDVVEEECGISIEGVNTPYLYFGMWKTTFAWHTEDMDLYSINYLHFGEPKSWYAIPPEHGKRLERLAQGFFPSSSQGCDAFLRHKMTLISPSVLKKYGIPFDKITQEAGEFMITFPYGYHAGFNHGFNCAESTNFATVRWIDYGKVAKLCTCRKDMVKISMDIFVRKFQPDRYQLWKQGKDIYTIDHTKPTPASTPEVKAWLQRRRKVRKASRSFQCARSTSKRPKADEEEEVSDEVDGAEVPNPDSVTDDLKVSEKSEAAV
GRK2 inh: compounds blocking aptamer binding on GRK2 – biochemical, human GRK2, bead flow cytometry, HTS, primary screen | inhibition of aptamer binding, % at 10 µM | Beta-adrenergic receptor kinase 1 (Homo sapiens), P25098 | 330,000 compounds, 0.59% hits | FAM-aptamer displacement from GRK2 | AID 488847, 2010;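 active = inhibition of aptamer binding above 40%, roughly 3 SD of noise, on plates passing a quality check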;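 note: median bead fluorescence of bound FAM aptamer so fluorescent compounds give negative values; no value below 0 was filed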
Target sequence (P25098 whole entry, looked up): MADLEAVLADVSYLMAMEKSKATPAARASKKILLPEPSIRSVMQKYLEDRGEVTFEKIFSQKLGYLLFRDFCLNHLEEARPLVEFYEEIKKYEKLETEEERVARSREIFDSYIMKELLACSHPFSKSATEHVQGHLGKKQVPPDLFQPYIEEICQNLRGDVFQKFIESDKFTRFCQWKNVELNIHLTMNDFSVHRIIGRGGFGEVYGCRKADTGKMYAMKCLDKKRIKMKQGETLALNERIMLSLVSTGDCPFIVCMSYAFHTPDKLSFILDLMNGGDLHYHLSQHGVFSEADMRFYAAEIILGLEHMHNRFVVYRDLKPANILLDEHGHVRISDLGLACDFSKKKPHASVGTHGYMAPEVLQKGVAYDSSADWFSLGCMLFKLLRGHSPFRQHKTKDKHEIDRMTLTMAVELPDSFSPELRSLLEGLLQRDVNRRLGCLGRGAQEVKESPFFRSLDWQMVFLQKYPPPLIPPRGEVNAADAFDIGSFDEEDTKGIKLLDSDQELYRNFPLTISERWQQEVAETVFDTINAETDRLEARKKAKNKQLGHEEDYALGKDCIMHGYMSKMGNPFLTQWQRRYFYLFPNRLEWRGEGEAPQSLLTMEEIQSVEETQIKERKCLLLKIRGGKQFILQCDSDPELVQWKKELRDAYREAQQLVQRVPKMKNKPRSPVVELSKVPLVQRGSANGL
LAP4 TOR yeast: modulators of LAP4-GFP expression in yeast, primary screen, S. cerevisiae, multiplex flow cytometry, MLPCN library. 3 h; median GFP as percent of DMSO wells. GFP response vs DMSO, % at 10 µM. 320,000 compounds, 0.34% hits. AID 2023, 2009;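 active = GFP response vs DMSO above a set limit, about the screen mean plus 3 SD, cut at about 150% in these data; inconclusive = under 70 cell events counted for the yeast strain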
CIT2-GFP yeast: modulators of CIT2-GFP expression in yeast, primary screen, S. cerevisiae, GFP fusion, multiplex flow cytometry, MLPCN library | AID 2029, 2009 | GFP response vs DMSO, % at 10 µM | S. cerevisiae CIT2-GFP strain, 3 h; 100 means same as DMSO wells | 320,000 compounds, 0.065% hits;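 active = GFP response relative to DMSO above a set limit, near the screen mean plus 3 SD, cut at about 150% in these data; inconclusive = Fewer than 70 cells measured for a yeast strain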;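 note: ratio of well median GFP fluorescence to mean of DMSO wells on the plate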
VLA-4 inh: inhibition in human VLA-4 binding assay, primary screen, VLA-4 allosteric modulator project, MLPCN library, flow cytometry, VLA-4 expressing cells. Integrin alpha-4 (Homo sapiens), P13612. ligand binding flow cytometry. inhibition, % (about 7 µM as worked out from the volumes in the protocol). 330,000 compounds, 0.2% hits. AID 2557, 2010; in the data active = inhibition above about 50%
MEP2-GFP yeast: modulators of MEP2-GFP levels in yeast, primary screen, S. cerevisiae, multiplex flow cytometry, MLPCN library. 330,000 compounds, 0.51% hits. GFP response vs DMSO, % at 10 µM. S. cerevisiae MEP2-GFP strain, 3 h; 100% = DMSO control level;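 active = GFP response versus DMSO above a set limit, roughly screen mean plus 3 SD, cut at about 180% in these data; inconclusive = fewer than 70 cells counted for a yeast strain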;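 note: median GFP fluorescence of the barcode-gated MEP2-GFP cells per well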
Numbers without * were called inactive; i = inactive; ? = inconclusive; . = not tested or not shown; & = joins results of further samples; [ ] = another dose, or the depositor's remark.

nr	Molecule	AGP1-GFP MLPCN	RPL19A TOR yeast	JMJD2C inh	GRK2 inh	LAP4 TOR yeast	CIT2-GFP yeast	VLA-4 inh	MEP2-GFP yeast
1	COC(=O)C1=C(c2ccc(F)cc2OCc2ccccc2)C[C@@H]2CC[C@H]1N2C(=O)N1CCC(O)CC1	101	92	-10	1	100	101	14	100
2	COC(=O)C1=C(c2ccccc2)C[C@@H]2CC[C@H]1N2C(=O)N1CCOCC1	103	99	3	0	93	92	-1	103
3	COc1cc(/C=C/C(=O)c2c(O)n(CCc3ccccc3)c(=O)[nH]c2=O)ccc1O	74	117	-6	0	125	105	33	585*
4	c1ccc2c(CCNC3CCCCC3)c[nH]c2c1	109	103	8	0	109	115	22	118
5	CC(=O)C1CCC2C3CCC4CC(O)CCC4(C)C3CCC12C (configuration not stated)	77	85	-9	0	105	67	0	89
6	COc1ccc2c3c1O[C@H]1C(=O)CC[C@H]4[C@@H](C2)N(C)CC[C@]314	105	105	.	0	121	100	-2	105
7	CCc1ccc(C2=NN(CCC(=O)N3CCC4(CC3)OCCO4)C(=O)CC2)cc1	101	99	9	0	112	94	2	101
8	C[C@]12C[C@@H](O)[C@H](O)CC1=CCC1C2CC[C@@]2(C)C1CC[C@@H]2O (some centres not stated)	96	96	.	0	101	90	-2	86
9	CC(Cc1ccccc1Sc1ccc(O)cc1)N(C)C (configuration not stated)	103	100	-18	0	109	98	28	106
10	O=C(Cc1ccccc1)NC(Cc1ccc(Cl)cc1)C(=O)O (configuration not stated)	103	99	2	2	106	105	-1	103
11	COc1cccc(N2C(=O)NC(=O)/C(=C/c3ccc([N+](=O)[O-])s3)C2=O)c1	95	87	4	6	121	78	-27	93
12	O=C(c1cc(-c2cccnc2)nc2ccccc12)N1CCC2(CC1)OCCO2	106	99	-5	0	101	95	-33	101
13	O=C(CN1CC(c2ccccc2)CC1=O)Nc1ccc(F)cc1 (configuration not stated)	106	100	-8	0	100	105	-6	93
14	N#Cc1ccc(N2CCNCC2)c(F)c1	102	101	11	5	106	110	14	101
15	COc1cc(O)cc2c1C(=O)O[C@@H](C)CCCC(=O)CCCCC2	98	104	1	0	94	101	-5	103
16	COc1ccc(CCn2c(O)c(C=Nc3ccccc3F)c(=O)[nH]c2=O)cc1OC	99	101	-7	0	105	96	9	102
17	Oc1c(Cl)c(Cl)c(Cl)c(Cl)c1Cl	73	89	-49	0	140	65	-4	90
18	O=c1c2ccccc2nc(-c2ccccc2)n1-c1ccccc1	96	98	7	3	100	96	-3	88
19	CSCCC(N=Cc1c(O)n(-c2ccc(F)cc2)c(=O)[nH]c1=O)C(=O)OC(C)(C)C (configuration not stated)	104	104	1	1	102	113	-1	103
20	O=C(C[N+]12CCN(CC1)CC2)NCCc1ccc(Cl)cc1Cl	99	99	-31	0	97	100	15	96
21	COC(=O)C(O)(c1ccc(N(C)C(=O)c2cccs2)cc1)C(F)(F)F (configuration not stated)	97	100	6	7	100	99	-14	106
22	CC(=NCC1CCCO1)c1c(O)n(Cc2ccccc2)c(=O)[nH]c1=O (configuration not stated)	93	96	-1	0	92	92	-2	94
23	Cc1ccc(Cn2nnnc2CN2CCC(n3nnc4cc(C(F)(F)F)ccc43)CC2)cc1	100	101	-16&1	0	94	.	18	102
24	CC(=NCCc1c[nH]c2ccccc12)c1c(O)n(Cc2ccccc2)c(=O)[nH]c1=O	.	114	3	0	.	.	18	128
25	COc1ccc(N2C(=O)CC(N3CC=C(c4ccccc4)CC3)C2=O)cc1 (configuration not stated)	98	99	1	2	93	102	-20	97
26	Cc1c(C=O)c2ccccc2n1Cc1ccc(F)cc1	93	99	14	0	97	91	-5	97
27	CC(=O)N1N=C2C3CCN(CC3)C2C1c1ccc(C)cc1 (configuration not stated)	107	102	2	0	100	114	18	105
28	CNCC(=O)c1ccccc1	111	106	-3	1	113	105	23	113
29	Cc1nc2ccccc2c(=O)n1-c1cccc(O)c1	98	98	-10	0	103	91	4	95
30	O=S(=O)(c1ccc(Cl)cc1)N1CCCC1c1cccnc1 (configuration not stated)	106	102	-6	0	106	107	-3	101
31	Cc1ccc2c(c1)CC1(CN2C)C(=O)NC(=O)N(CCc2ccccc2)C1=O (configuration not stated)	95	98	-15	3	109	93	-1	100
32	COC(=O)N(C)c1ccc(C(O)(C(=O)OC)C(F)(F)F)cc1 (configuration not stated)	92	100	i	0	88	98	0	100
33	CCC[C@H](N[C@@H](CCC)[C@H](O)c1ccccc1)[C@H](O)c1ccccc1	85	99	-12	0	95	86	0	98
34	C[N+](C)(N)CCOC(=O)C(O)(c1ccccc1)C1CCCCC1 (configuration not stated)	105	95	-3	0	103	102	6	105
35	Cn1c(O)c(C=NC2CCCCCC2)c(=O)[nH]c1=S	94	94	-2	0	98	89	27	94
36	CCn1c(O)c(/C=N/NC(=O)c2ccccc2)c(=O)[nH]c1=S	101	96	9	1	112	93	-5	101
37	O=c1c2ccccc2nc(-c2ccco2)n1-c1cccnc1	96	108	-3	0	96	96	8	100
38	COCC(C)OC(=O)c1c(N)n(Cc2ccco2)c2nc3ccccc3nc12 (configuration not stated)	90	98	-9	1	96	86	3	100
39	Cc1ccccc1N1C(=O)/C(=C/c2ccco2)C(=O)NC1=S	94	105	15	100*	95	98	5	110
40	O=c1[nH]c(=S)n(C2CC2)c(O)c1C=NCc1ccc(F)cc1	97	96	-5	0	98	97	14	102

Reprinted at random: 2 records from the list
nr	Molecule	AGP1-GFP MLPCN	RPL19A TOR yeast	JMJD2C inh	GRK2 inh	LAP4 TOR yeast	CIT2-GFP yeast	VLA-4 inh	MEP2-GFP yeast
18	O=c1c2ccccc2nc(-c2ccccc2)n1-c1ccccc1	96	98	7	3	100	96	-3	88
27	CC(=O)N1N=C2C3CCN(CC3)C2C1c1ccc(C)cc1 (configuration not stated)	107	102	2	0	100	114	18	105

Next section.
nr	Molecule	AGP1-GFP MLPCN	RPL19A TOR yeast	JMJD2C inh	GRK2 inh	LAP4 TOR yeast	CIT2-GFP yeast	VLA-4 inh	MEP2-GFP yeast
41	CCOc1cc(CN2CCN(C(=O)Cc3ccccc3)CC2)ccc1OC	100	102	-25	1	98	102	-1	110
42	Cc1cc(/C=C2\C(=O)NC(=O)N(c3ccc(F)cc3)C2=O)c(C)n1-c1ccc(C(=O)O)cc1	102	101	-1	5	99	111	-3	104
43	COC(=O)C(C)Oc1cc(C)cc2oc(=O)c3c(c12)CCC3 (configuration not stated)	.	98	-4	2	110	103	9	107
44	O=c1[nH]c(=O)n(-c2cccc3ccccc23)c(O)c1/C=N/N1CCCCC1c1cccnc1 (configuration not stated)	97	97	2	2	87	97	3	100
45	CCCCCn1c(=O)c(C(=O)Nc2ccccn2)c(O)c2ccccc21	96	102	-4	0	89	101	0	100
46	CCN(CC)c1ccc(/C=C2\C(=O)NC(=O)N(Cc3ccco3)C2=O)cc1	100	101	?	0	96	100	-7	102
47	O=C1c2cccc3cccc(c23)C(=O)N1/N=C/c1c(O)n(-c2ccccc2)c(=O)[nH]c1=O	89	96	-2	62*	86	103	-15	96
48	COc1ccc(-n2c(O)c(C(C)=NCC3CCCO3)c(=O)[nH]c2=O)cc1 (configuration not stated)	110	100	5	1	112	111	-3	94
49	CC(C)COC(=O)c1ccccc1C(=O)OCC(C)C	97	98	?	1	105	98	33	100
50	C=CCn1c(=O)c(C=Nc2cccc([N+](=O)[O-])c2)c(O)n(CCCC)c1=O	98	98	8	0	103	98	-14	94
51	CC(C)OP(=O)(OC(C)C)C(O)c1ccc(Br)cc1 (configuration not stated)	103	101	-9	0	97	106	18	109
52	CCC(CO)(C(=O)OC1C[N+]2(C)CCC1CC2)c1ccccc1 (configuration not stated)	102	101	14	4	99	102	6	99
53	COc1cc(C(CN)CC(=O)O)ccc1O (configuration not stated)	99	109	-1	0	100	104	5	98
54	C=CCn1c(O)c(/C=N/N2CCOCC2)c(=O)[nH]c1=S	101	112	-4	0	109	103	7	117
55	Clc1ccc(CN2CCNCC2)cc1	100	103	-6	4	101	108	2	112
56	COC(=O)C1=C(c2ccc(F)cc2OCc2ccccc2)C[C@@H]2CC[C@H]1N2C(=O)NCc1cccc(F)c1	97	95	-13	2	97	95	3	86
57	OCCCCO	97	101	11	3	108	90	15	96
58	O=[N+]([O-])/C=C1\NCCN1Cc1ccc(Cl)nc1	110&102	105&107	1&-5	1&2	111&96	111&103	-2&-157	110&100
59	CC(C)OC(=O)C1C2c3ccccc3C(c3ccccc32)C1C(=O)O (configuration not stated)	103	99	16	4	101	90	5	105
60	O=[N+]([O-])c1cnc[nH]1	89	102	-2	0	107	87	5	97
61	CCOC(=O)CC(NC(=O)C(Cc1ccc(N(CCCl)CCCl)cc1)NC(C)=O)C(=O)OCC (configuration not stated)	104	104	8	1	108	.	-5	102
62	COC(=O)C1=C(c2ccccc2OCc2ccccc2)C[C@@H]2CC[C@H]1N2C(=O)NCCOc1ccccc1Cl	101	99	5	0	92	100	0	91
63	O/N=C1/C(=C\c2ccccc2)N2CCC1CC2	96	97	-6	0	95	102	-4	89
64	CCC1=Nc2cc(C(=O)N3CCC4(CC3)OCCO4)ccc2Sc2ccc(Br)cc21	85	90	18	0	94	88	-1	89
65	CCN(CC)c1ccc(N=Cc2c(O)n(Cc3ccccc3)c(=O)[nH]c2=O)cc1	99&102	98&106	0&67	0&0	100&100	97&105	-7&41	108&107
66	O=C(Cc1ccccc1)N1CCN(CC2CC=CCC2)CC1 (configuration not stated)	100	100	-2	0	94	84	9	102
67	O=C1NC(=O)C(CCc2ccncc2)(Cc2cccc(Cl)c2Cl)C(=O)N1c1ccc(Br)cc1 (configuration not stated)	96	98	5	0	98	97	7	101
68	CNC(=O)c1cccn(Cc2ccc(C(F)(F)F)cc2)c1=O	104	99	-1	1	99	98	-39	102
69	COC(=O)C(c1ccccc1)N1CCCCCC1 (configuration not stated)	104	99	-23	0	101	112	-1	95
70	CCN1CCN(c2ccc(NC(C)=O)cc2Cl)CC1	?	?	10	0	?	86[may fluoresce red]	15	96[may fluoresce red]
71	Cc1ccccc1-n1c(O)c(/C=N/Nc2nc3c(c(=O)n(C)c(=O)n3C)n2C)c(=O)[nH]c1=S	97	101	29	2	91	97	2	100
72	COC(=O)C1=C(c2cccc(C#N)c2)C[C@@H]2CC[C@H]1N2C(=O)NC1Cc2ccccc2C1	100	97	8	0	101	98	0	96
73	Cc1cc(Br)ccc1N1C(=O)CC(=O)NC1=O	109	104	6	1	115	103	3	98
74	Cc1ccc2c(c1)C1CN(C)CCC1N2C(=O)Nc1cccc(Cl)c1 (configuration not stated)	108	.	-2	0	103	118	15	102
75	FC(F)(F)c1ccccc1CCN1CCNCC1	101	104	3	0	93	108	7	101
76	CN(CCc1ccccc1)Cc1c[nH]c2ccccc12	92	95	5	1	100	99	-1	104
77	COC1C(OC(=O)c2ccc(C)[nH]2)C(O)C(Oc2ccc3c(O)c(NC(=O)c4ccc(O)c(CC=C(C)C)c4)c(=O)oc3c2Cl)OC1(C)C (configuration not stated)	98	96	.	1	100	99	5	100

Screens: PubChem BioAssay, several laboratories

These rows are one share of the data; the hit share may differ from the screen's.
